# SMN2 splice up – increases expression of the SMN2 splice variant; HEK293 SMN2-luciferase splicing reporter, luminescence, 30-36 h; Potency, µM (top dose mostly 46.1 µM), inactives show at the top dose activity change, positive = activation, usual class: activators; hit rate 2.8% among 210,000; AID 1458; active = well fitted activation curve with a large enough effect; inconclusive = small, poorly fitted or top-dose-only effect; inactive = no such curve, though single readings can be large or run the other way; note: % of control where 0% means no effect; nearly all actives have a fitted effect of over 55% in size
#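 HEK293 cells carry an SMN2 minigene-luciferase reporter in which exon 7 inclusion puts luciferase in frame. Cells were seeded at 2000 cells/well, attached for 10-12 hours, then exposed to compounds for 30-36 hours at 37C before ONE-Glo luminescence.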
# Active calls of the source: *; ? = inconclusive; [ ] = another dose, or the depositor's remark. Potency is the fitted concentration of half-maximal effect. A portion of the library (hit frequency here may not be typical).
# A first look:
SMILES,SMN2 splice up
COc1ccc(N(C)C(=O)c2cn(C)c(=O)c3cc(OC)c(OC)cc23)cc1,-10%
CCN(C(=O)c1cc2c(Cl)nc3ccccc3c2s1)c1cccc(Cl)c1,-6%

# This part in full (from the top)
SMILES,SMN2 splice up
COc1ccc(N(C)C(=O)c2cn(C)c(=O)c3cc(OC)c(OC)cc23)cc1,-10%
CCN(C(=O)c1cc2c(Cl)nc3ccccc3c2s1)c1cccc(Cl)c1,-6%
Cc1ccc(-n2nc(C(=O)N(C)c3ccccc3Cl)c3c4ccccc4n(C)c3c2=O)cc1,1%
COc1ccc(NC(=O)Cn2c(=O)n(-c3cccc(C)c3)c(=O)c3c2c2cc(C)ccc2n3C)cc1Cl,-2%
CC(C)Cc1ccc(S(=O)(=O)Nc2ccc3[nH]c(=O)[nH]c3c2)cc1,-50%[inhibitor]
CCc1c(C)nc2nncn2c1NCc1ccc(Cl)cc1,-72%[inhibitor]
COc1ccccc1NC(=O)NCCN1CCN(c2cccc(Cl)c2)CC1,-15%
COC(=O)c1ccc(-n2c(CCC(=O)O)ccc2-c2ccc(C)cc2)cc1,9%
Cn1c(NCCO)nc2c1c(=O)n(Cc1cccc(F)c1)c(=O)n2C,-13%
COc1cc(CNCCSc2nnnn2C)ccc1OCc1ccccc1C,-18%
COc1ccc(-c2cc(C(=O)Oc3cccc(C)c3)c3ccccc3n2)cc1,-9%
Cc1c(C(=O)N(Cc2ccc(N(C)C)cc2)Cc2ccco2)oc2cc(Br)ccc12,19%
CC(C)NC(=O)CN1C(=O)COc2ccc(S(=O)(=O)N3CCCCCC3)cc21,0%
COc1cc(C2CC(=O)c3c([nH]c(C(=O)OCC4CCCCC4)c3C)C2)cc(OC)c1OC (stereo unspecified),-39%[inhibitor]
CC(=O)Nc1ccc(S(=O)(=O)N2CCC(c3nnc(-c4ccc(C)cc4)o3)CC2)cc1,-30%
COC(=O)c1c(NC(=O)CCCOc2ccccc2C)sc2c1CCC2,-8%
CC(C)(C)C1CCc2c(sc(NC(=O)c3ccco3)c2C(=O)Nc2ccccc2Cl)C1 (stereo unspecified),-3%
COc1ccccc1Nc1cc(C(=O)NC2CCCC2)c2ccccc2n1,-6%
Cc1ccc(NC(=O)CN(CCc2ccccc2)S(=O)(=O)c2ccccc2)c(C)c1,-14%
FC(F)(F)c1cc(-c2ccccc2)nc2cc(-c3ccc(Br)cc3)nn12,-5%
Cc1ccc(CCNC(=O)c2ccc3c(c2)N(Cc2ccc(F)cc2)CCS3)cc1,6%
Clc1ccc(Nc2c(-c3ccccc3Cl)nc3ccc(Cl)cn23)cc1,-6%
CCn1c(=O)cc(OCC(=O)Nc2cc(OC)c(OC)c(OC)c2)c2ccccc21,6%
CC(C)CCn1c(=O)c2cccnc2n(CC(=O)Nc2ccccc2F)c1=O,15%
Cc1cccn2c(=O)c(C(=O)NC(C)c3ccccc3)c(O)nc12 (stereo unspecified),-36%[inhibitor]
CCCCNC(=O)CCSc1nc(-c2ccc3c(c2)OCO3)cc(C(F)(F)F)n1,4%
N#C/C(=C\c1cccc(F)c1)c1nc(-c2cc3c(ccc4ccccc43)oc2=O)cs1,8%
COC(=O)c1c(NC(=O)c2cc3ccccc3c(=O)o2)sc2c1CCCC2,1%
COc1ccc(OC)c(CNC(=O)CN(c2ccc(C)cc2)S(=O)(=O)N(C)C)c1,?
CC1=C(C(=O)Nc2ccc(C)cc2C)C(CC(C)C)n2nc(SCc3ccccc3C)nc2N1 (stereo unspecified),3%
COc1ccc(C2(Nc3cccc(F)c3)C(=O)c3ccccc3C2=O)cc1,11%
Cc1ccc(-c2noc(CN(C3CCCCC3)S(=O)(=O)c3ccc(Cl)cc3)n2)cc1,9%
O=C1c2[nH]nc(-c3ccccc3O)c2C(c2ccccc2F)N1Cc1cccnc1 (stereo unspecified),0%
Cc1ccc(C(=O)NC2(C(F)(F)F)C(=O)Nc3c2c(=O)[nH]c(=O)n3CCc2ccccc2)cc1 (stereo unspecified),-2%
CCOC(=O)c1c(C)n(-c2ccccc2)c2ccc(OC(=O)c3cccc(C)c3)cc12,5%
Cc1ccccc1NC(=O)CSc1nc(-c2ccc(F)cc2)c2cccc(C)c2n1,-2%
Cc1c(C(=O)NCc2ccccc2)oc2ccc(S(=O)(=O)N3CCC(C)CC3)cc12,-12%
CCC(CC)c1nn2c(=O)cc(COc3ccc(NC(=O)c4ccc(Cl)cc4)cc3)nc2s1,20%
CCc1cc(C(=O)NCc2ccccc2)no1,18%
CC1=C(C(=O)Nc2ccc(Cl)cc2)C(c2cccs2)n2nc(SCc3cccc(C)c3)nc2N1 (stereo unspecified),2%
COc1ccc(Cl)cc1Nc1cc(C)nc2nc(-c3ccccc3C)nn12,-8%
CCc1nnc(NC(=O)c2nc(S(=O)(=O)Cc3cccc(C)c3)ncc2Cl)s1,1%
Cc1ccc(NC(=O)CSc2ncc(-c3ccccc3)[nH]2)cc1,-6%
Cc1ccccc1Cn1nnc2c(=O)[nH]c(C3CCN(C(=O)c4ccccc4)CC3)nc21,-4%
CCOC(=O)c1cnc2ccc(OCC)cc2c1NCCc1ccc(OC)c(OC)c1,8%
CCN(CC)S(=O)(=O)c1ccc(NC(=O)[C@H](CCSC)N2Cc3ccccc3C2=O)cc1,1%
Cc1cccc(NC(=O)Cn2c(=O)n(Cc3ccccc3)c(=O)c3sc4ccccc4c32)c1,1%
Cc1ccc2occ(CC(=O)Nc3c(C)cccc3C)c2c1,-10%
COc1ccc(-n2nc3ccc(NC(=O)c4cccc(OCCC(C)C)c4)cc3n2)cc1,5%
Cc1ccc(CN2C(=O)c3ccccc3CC2(C)C(=O)NC2CCCCC2)cc1 (stereo unspecified),-2%
# Next section.
SMILES,SMN2 splice up
CCc1ccc(NC(=O)Cn2cnc3sc(C)c(S(=O)(=O)N4CCC(C)CC4)c3c2=O)cc1,8%
N#Cc1ccccc1NC(=O)CSc1ncn[nH]1,-21%
Cc1ccc2c(c1)nc(SCC(O)c1ccc(Br)cc1)n2C (stereo unspecified),4%
CCn1c(C(=O)NCc2ccccc2)cc2sc(Cl)cc21,25%
COc1ccc(OC)c(CCNc2nc3ccccc3c3nc(-c4cccnc4)nn23)c1,-4%
Cc1[nH]c2ccccc2c1C1(O)C(=O)N(Cc2ccccc2Cl)c2ccccc21 (stereo unspecified),-3%
CCOc1ccccc1NC(=O)C(CC)Sc1nc2ccncc2[nH]1 (stereo unspecified),-1%
COc1ccccc1NC(=O)Cn1c(=O)n(-c2cccc(C(C)=O)c2)c(=O)c2c3c(sc21)CN(C(C)=O)CC3,1%
Cc1ccc(C)c(-n2c(N)c(C#N)c3nc4ccccc4nc32)c1,0%
CCOC(=O)c1ccccc1NC(=O)c1sc2ncn(CC)c(=O)c2c1C,-14%
CCC(=O)N1CCc2cc(Br)cc(S(=O)(=O)N3CCCC(C(=O)Nc4cccc(F)c4)C3)c21 (stereo unspecified),-8%
CCC(=O)N1CCc2cc(Br)cc(S(=O)(=O)N3CCC(C(=O)Nc4cccc(C)c4)CC3)c21,4%
CCOc1ccc(NC(=O)CSc2nc3c(oc4ccccc43)c(=O)n2CCOC)cc1,-5%
Cc1nc2ncnn2c(C)c1CCC(=O)N1CCN(c2ccc(F)cc2)CC1,1%
O=C(CCC1N=C2c3ccccc3N=C(SCc3cccc(Cl)c3)N2C1=O)N1CCN(c2ccccc2)CC1 (stereo unspecified),-6%
O=C(C1CC1)N1CCc2cc(Br)cc(S(=O)(=O)N3CCN(c4cccc(C(F)(F)F)c4)CC3)c21,-8%
Cc1cccc(-n2c(SCc3nc(-c4ccccc4C)no3)nnc2-c2ccccc2)c1,4%
CCc1ccc(S(=O)(=O)c2nnn3c2nc(N2CCN(c4ccccc4)CC2)c2cc(Cl)ccc23)cc1,-5%
COc1ccc(NC(=O)C(=O)NCC2(c3ccc(OC)c(OC)c3)CCCC2)cc1,6%
COC(=O)c1cc(NC(=O)c2cc3c(-c4ccccc4F)nn(C)c3s2)cc(C(=O)OC)c1,1%
Cc1cc(C)cc(NC(=O)Cn2c(C(F)(F)F)nc3ccccc32)c1,-15%
Cc1ccc(NCc2cccn2-c2nnc(N3CCC(C(=O)NCCc4ccc(Cl)cc4)CC3)s2)cc1,-43%[inhibitor]
N#Cc1ccc(NC(=O)c2cc(-c3cccc(Cl)c3)on2)cc1,4%
COc1ccc(NC(=O)CC2C(=O)N(c3ccccc3)C(=O)N2CCC2=CCCCC2)cc1 (stereo unspecified),-2%
CCCS(=O)(=O)c1nc(S(=O)(=O)c2ccc(C)cc2)c(N(C)Cc2ccccc2)s1,-2%
CCOC(=O)c1c(-c2ccc(C)cc2)csc1NC(=O)c1cc(=O)c2cc(C)ccc2o1,0%
COc1cccc(CNC(=O)C2CCCN(c3nnc(-n4c(C)ccc4C)s3)C2)c1OC (stereo unspecified),-1%
Cc1ccc(CNC(=O)c2cn(C)c3ccc(S(=O)(=O)N(C)C4CCCCC4)cc3c2=O)cc1,-8%
CCCn1c(SCc2nc(-c3ccccc3C)no2)nnc1-c1ccc(Cl)cc1,2%
CCOC(=O)c1c(C)c(-c2ccccc2)n(CC(=O)NCCc2cccc(C)c2)c1C,8%
COc1ccc(-c2cc(C(=O)Nc3cccnc3Cl)no2)cc1OC,-1%
CCCCCn1c(=O)[nH]c2cc(C(=O)NCCN(C)CCCC)ccc2c1=O,16%
CCOC(=O)C1=C(CNCc2ccccc2)NC(=O)NC1c1ccc(C)cc1 (stereo unspecified),-4%
COC(=O)Cc1c(C)c2ccc3c(c2oc1=O)CN(Cc1ccc(Cl)cc1)CO3,11%
CCOc1ccc(CCNCc2c(C(=O)O)c(C)n(Cc3ccccc3F)c2C)cc1,3%
COc1ccccc1C(=O)N1CCC(c2noc(-c3ccc(S(=O)(=O)N4CCCC4)cc3)n2)CC1,-75%[inhibitor]
Cc1ccc(CCNC(=O)c2cc3c(s2)-c2ccccc2OC3)cc1,0%
COc1ccc(-c2nc3c(c(SCC(=O)N4CCCCC4)n2)Cc2cc(C)ccc2O3)cc1,-5%
COc1ccc(-c2cc(C(F)(F)F)n3nc(C(=O)Nc4cccc(Cl)c4Cl)cc3n2)cc1OC,6%
COc1ccc(Cl)cc1NC(=O)C(C)n1nnc2sc3c(c2c1=O)CCCC3 (stereo unspecified),1%
COc1cc(C2c3c(oc4ccccc4c3=O)C(=O)N2Cc2ccccc2Cl)ccc1O (stereo unspecified),-4%
COc1ccc(OC)c(NC(=O)CS(=O)(=O)Cc2nc(-c3ccc(C)cc3)oc2C)c1,4%
CC(C)(C)C(=O)NC1(C(F)(F)F)C(=O)Nc2c1c(=O)[nH]c(=O)n2-c1ccccc1 (stereo unspecified),-2%
COc1ccc(OC)c(C(=O)CC2(O)C(=O)N(Cc3ccccc3C)c3ccccc32)c1 (stereo unspecified),-14%
CCOC(=O)c1c(NC(C)=O)c2c3c(sc2n1Cc1nc(-c2ccccc2Cl)oc1C)CCCC3,-6%
Cc1c(Cl)cccc1NC(=O)c1cc(-c2ccc3c(c2)OCO3)on1,-3%
COc1ccccc1-c1nc(SCC(=O)c2ccccc2)n[nH]1,28%
O=C1CN(C(=O)c2ccc(S(=O)(=O)N3CCCCC3)cc2)C(c2ccc(F)cc2)c2cc(Br)ccc2N1 (stereo unspecified),-1%
CN1C(=O)c2cccc3c(S(=O)(=O)Nc4cccc(C(=O)O)c4)ccc1c23,-13%
COc1cc(NC(=O)Cn2cnc3sc(C)c(S(=O)(=O)N4CCC(C)CC4)c3c2=O)cc(OC)c1OC,4%
# Remaining list, next part.
SMILES,SMN2 splice up
Cc1ccc(C(=O)c2cn(Cc3cccc(F)c3)c3nc(C)ccc3c2=O)cc1,-14%
CCOc1ccc(-n2c(=O)c3c4c(sc3n(Cc3cc(=O)n5cc(Cl)ccc5n3)c2=O)CCC4)cc1,2%
CCOCCCn1c(SCC(=O)Nc2ccccc2OC)nc2c(oc3ccccc32)c1=O,-8%
COc1ccc(OC)c(C2CC(=O)c3c([nH]c(C(=O)OCC4CCCCC4)c3C)C2)c1 (stereo unspecified),19%
O=C(c1ccc2c(c1)N(Cc1ccccc1F)C(=O)c1ccccc1S2=O)N1CCC(Cc2ccccc2)CC1 (stereo unspecified),-26%

# Reformatted as labelled records: part of the list above.
molecule: CCOCCCn1c(SCC(=O)Nc2ccccc2OC)nc2c(oc3ccccc32)c1=O
  SMN2 splice up = -8%
molecule: COc1ccc(OC)c(C2CC(=O)c3c([nH]c(C(=O)OCC4CCCCC4)c3C)C2)c1 (stereo unspecified)
  SMN2 splice up = 19%
molecule: O=C(c1ccc2c(c1)N(Cc1ccccc1F)C(=O)c1ccccc1S2=O)N1CCC(Cc2ccccc2)CC1 (stereo unspecified)
  SMN2 splice up = -26%

# Six entries from above in a different format.
SMILES	SMN2 splice up
CCOc1ccc(CCNCc2c(C(=O)O)c(C)n(Cc3ccccc3F)c2C)cc1	3%
COc1ccc(OC)c(CNC(=O)CN(c2ccc(C)cc2)S(=O)(=O)N(C)C)c1	?
COC(=O)c1c(NC(=O)CCCOc2ccccc2C)sc2c1CCC2	-8%
CCC(=O)N1CCc2cc(Br)cc(S(=O)(=O)N3CCCC(C(=O)Nc4cccc(F)c4)C3)c21 (stereo unspecified)	-8%
Cc1cc(C)cc(NC(=O)Cn2c(C(F)(F)F)nc3ccccc32)c1	-15%
Cc1ccc(-c2noc(CN(C3CCCCC3)S(=O)(=O)c3ccc(Cl)cc3)n2)cc1	9%

# Screens deposited in PubChem by National Center for Advancing Translational Sciences (NCATS).
